Pf Dd2 growth: blocks in vitro growth of P. falciparum Dd2; Potency, µM (top dose mostly 28.9 µM), for the others: top-dose activity, negative = inhibition, actives largely listed as inhibitors; P. falciparum Dd2 growth, SYBR Green, 72 h; actives 4.3% (n = 120,000); active means well fitted inhibition curve with a large enough effect; inconclusive means small, poorly fitted or top-dose-only effect; inactive means no such curve, though single readings can be large or run the other way;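 further: plate controls were DMSO vehicle for no effect and reference drug for full effect; nearly all actives have a fitted effect of over 65% in size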
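Readout: SYBR Green fluorescence, 485 nm excitation, 535 nm emission, after ~16 h lysis at 37C. Before that, Dd2-infected red cells (2.5% hematocrit) grew 72 h with compound, 29 uM top final concentration.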
* = called active by the depositor; [ ] = dose if it differs, or a comment. Potency means the concentration at half of the fitted maximal effect. An excerpt, so the mix of outcomes need not match the whole.

`COc1ccc(-c2nc(C)nc3c2CCN(C(=O)c2ccccc2OC)CC3)cc1` gave Pf Dd2 growth inactive.
`CNC(=O)NCCc1ncc(C)n1C1CCCCCCC1` gave Pf Dd2 growth inconclusive.
Screening COc1ccc(F)cc1S(=O)(=O)NCC(c1ccco1)S(=O)(=O)c1cccs1 (configuration not stated) returned Pf Dd2 growth 50%[activator].
Screening Cn1cccc1CN1CCC2(CC1)C(=NC1CCCC1)NC(=O)N2c1cc(F)cc(F)c1 returned Pf Dd2 growth inconclusive.
`CN1CCCCCC(O)c2cc(C(=O)NCc3ccc(F)cc3)ccc21` (configuration not stated) gave Pf Dd2 growth inconclusive.
For NCCC(=O)N1CCC2(CC1)CN(C(=O)c1ccc(Cl)cc1)CCO2 the results were Pf Dd2 growth 14%.
For COc1cccc(Cn2c(=O)cc(C)c3c(C)nn(C)c32)c1 the results were Pf Dd2 growth 21%.
For COC[C@@H]1CN(C(=O)c2ccc(F)cc2Cl)C[C@H]1C(N)=O the results were Pf Dd2 growth 14%.
`O=C1NC2(CN(C(=O)c3ccccc3F)C2)Oc2ccccc21` gave Pf Dd2 growth inconclusive.
For CC(C)(C)n1nc(C2CCOCC2)nc1C1=NNC(=O)CC1 the results were Pf Dd2 growth 10%.
`O=S(=O)(c1ccc(Cl)cc1)c1nnn2c1nc(NCc1ccccc1)c1sccc12` gave Pf Dd2 growth inconclusive.
Screening COc1cccc(CN2CCc3nc(C(=O)Nc4nc(C)cs4)oc3CC2)c1 returned Pf Dd2 growth -25%[44.1 µM].
COc1ccc(C(=O)N[C@@H]2C=C[C@@H](c3c(C)nn(Cc4ccccc4)c3C)C2)cc1 was read as Pf Dd2 growth inconclusive.
For Cc1ccc2c(c1)nc1n2[C@@H](CNC2CCC2)COC1 the results were Pf Dd2 growth -10%[44.1 µM].
Screening COc1ccc(-c2noc(-c3ccc(NCc4ccco4)c([N+](=O)[O-])c3)n2)cc1 returned Pf Dd2 growth 38%[activator].
Screening CC(=O)Nc1ccc(C2(C(=O)NCc3ccco3)CCC2)cc1 returned Pf Dd2 growth -17%.
Screening CN1CCCN(S(=O)(=O)c2ccccc2F)c2ccccc21 returned Pf Dd2 growth -26%.
`COCCCNC(=O)N1[C@H](c2cccs2)[C@@H](C)C(=O)[C@@H](C)[C@@H]1c1cccs1` gave Pf Dd2 growth inactive.
`CCOc1cc2[nH]c(=O)n(CCC(=O)N3CCN(c4ccccc4)CC3)c(=O)c2cc1OCC` gave Pf Dd2 growth -10%.
`Cc1cc([N+](=O)[O-])ccc1NC(=O)CSc1nccn1C` gave Pf Dd2 growth 45%[activator].
Screening O=C(O)CO[C@@H]1COCC[C@H]1NC(=O)c1ccccc1-c1ncn[nH]1 returned Pf Dd2 growth -4%.
For O=C(C1CCCCC1)N(Cc1cccnc1)c1nc2c(F)cc(F)cc2s1 the results were Pf Dd2 growth inconclusive.
Screening Cc1ccc(-c2c3c(=O)n(C)c(=O)n(C)c3c3cnc4ccccc4n23)cc1 returned Pf Dd2 growth -20%.
`COC(=O)c1nc(NC(=O)C[C@H]2NC(=O)c3ccccc3NC2=O)sc1CC(C)C` gave Pf Dd2 growth inconclusive.
`CC(=O)Nc1nc2n(n1)C(c1ccc(F)cc1)C=C(c1ccc(Cl)cc1)N2` (configuration not stated) gave Pf Dd2 growth 10µM*.
For COc1ccc(-c2nc(SCC(=O)Nc3c(C)cc(C)cc3C)n[nH]2)cc1 the results were Pf Dd2 growth inactive.
`C=C[C@H]1CN2CC[C@H]1C[C@@H]2CNC(=O)c1ccccc1C(=O)O` gave Pf Dd2 growth -5%[44.1 µM].
For CCC1Oc2ccc(NC(=O)Cc3ccc(F)cc3)cc2CN(Cc2cccc(OC)c2)C1=O (configuration not stated) the results were Pf Dd2 growth 4µM*.
`O=C(c1ccc(N2CC[C@H](O)C2)nc1)N1CCC(Oc2cccnc2)CC1` gave Pf Dd2 growth -14%.
For CCc1ccccc1NC(=O)CSc1nc2c(oc3ccccc32)c(=O)n1-c1ccccc1 the results were Pf Dd2 growth inconclusive.
Screening CN1CCOc2c(C(=O)NCCc3cnc[nH]3)cc(-c3ccc(N4CCOCC4)cc3)cc21 returned Pf Dd2 growth inconclusive.
`O=C1CCCCC(Cc2cccnc2)(C(=O)NCC2CC2)N1` (configuration not stated) gave Pf Dd2 growth -12%.
Screening Cc1ccccc1OCC(=O)Nc1nnc(S(=O)(=O)N2CCCC2)s1 returned Pf Dd2 growth -21%.
For CN1CCC(NC[C@H]2O[C@H](Cc3cc(-c4ccccc4)on3)CC[C@@H]2O)CC1 the results were Pf Dd2 growth inconclusive.
For O=C(Nc1ccc(Cl)cc1Cl)c1cc(S(=O)(=O)N2CCc3ccccc32)ccc1F the results were Pf Dd2 growth 20%.
For CCOCc1nc(C2CCCN(C(=O)c3cccc(OC)c3)C2)no1 (configuration not stated) the results were Pf Dd2 growth 59%[activator].
Cc1ncc(CO)c(CN2CCC3(Cc4ccccc4CNC3=O)C2)c1O (configuration not stated) was read as Pf Dd2 growth 4%.
For O=C(c1ccccc1Cl)N1CCC(c2nn(-c3ccc(Cl)cc3)c(=O)[nH]2)CC1 the results were Pf Dd2 growth inconclusive.
COCCOc1ncccc1-c1noc([C@@H]2CCCN2C2CCN(C(C)=O)CC2)n1 was read as Pf Dd2 growth inactive.
`COc1cc(OC)cc(-c2onc(C)c2C(=O)NCc2ccccc2)c1` gave Pf Dd2 growth -11%.
Screening CCOc1ccc(OCC)c(-c2nc3ccc(-c4ccc(OC)c(OC)c4OC)cc3o2)c1 returned Pf Dd2 growth inconclusive.
For CCN(CC)C(=O)c1sc2c(c1C)c(=O)n(-c1ccc(Cl)c(Cl)c1)c(=O)n2Cc1cc(=O)n2c(C)cccc2n1 the results were Pf Dd2 growth -26%.
`Cc1ccc(N2CCN(C(=O)c3cc(C(F)(F)F)nn3C)CC2=O)cc1` gave Pf Dd2 growth -5%.
CCn1c(C2CCCN(C(=O)c3sc(C(C)C)nc3C)C2)nn(C)c1=O (configuration not stated) was read as Pf Dd2 growth 24%.
Screening Cc1ccc(N(CC(=O)N2CCN(c3ccc(Cl)cc3)CC2)S(=O)(=O)c2c(C)nn(C)c2C)cc1 returned Pf Dd2 growth -20%.
`O=C(NCCC1CCN(C(=O)Nc2cccc(F)c2)CC1)c1cc(F)ccc1F` gave Pf Dd2 growth -18%.
`c1ccc(-c2ccc3ncc(Nc4cnccn4)n3n2)cc1` gave Pf Dd2 growth inactive.
For Cc1cccc(C(=O)OCc2cc(=O)n3ccsc3n2)c1 the results were Pf Dd2 growth 58%[activator].
`O=C(CC[C@@H]1CNC(=O)[C@@H]2C[C@H](NS(=O)(=O)c3ccc(F)cc3)CN12)NCc1ccccc1` gave Pf Dd2 growth 31%[activator].
`O=C(Cn1cccc1-c1nc(-c2ccc3c(c2)OCO3)no1)NCCc1ccccc1` gave Pf Dd2 growth 65%[activator].
Screening COc1ccc(C(=O)N2CCCCCCNC(=O)[C@@H]3CCCC[C@@H]32)cc1F returned Pf Dd2 growth -3%.
O=C(CC[C@H]1NC(=O)c2ccccc2NC1=O)Nc1ccncc1 was read as Pf Dd2 growth -12%.
N#Cc1ccc(CN2CCc3nc(C(=O)NCc4cccc(F)c4)oc3CC2)cc1 was read as Pf Dd2 growth inactive.
O=C(c1ccncc1)N1CCC(Oc2ccccc2-c2nc(-c3ccccc3)no2)C1 (configuration not stated) was read as Pf Dd2 growth -12%.
For CC(C)Oc1cccc(-c2nnc(CCC(=O)NCC3CCCCC3)c(=O)[nH]2)c1 the results were Pf Dd2 growth -6%.
CCOc1ccccc1C(=O)NC1CC(c2nnc(CN(C)C)n2C)C1 (configuration not stated) was read as Pf Dd2 growth 1%.
Screening COc1cccc(CN(C)Cc2cccn2C)c1 returned Pf Dd2 growth inconclusive.
Screening COCCn1c(C)cc(O)c(C(c2ccccc2OC)N2CCCCC2)c1=O (configuration not stated) returned Pf Dd2 growth 1%.
For CCOc1ccc(-c2cc(NC(=O)Nc3cccc(C(C)=O)c3)c(C(=O)OC)s2)cc1 the results were Pf Dd2 growth inconclusive.
For Cc1ccc(C)c(C(=O)N2C[C@@H](CO)[C@H](c3ccncc3)C2)c1 the results were Pf Dd2 growth inactive.
Screening COCCNS(=O)(=O)c1cc(C(=O)O)cc(-c2ccncc2)c1 returned Pf Dd2 growth -5%.
Screening COc1cc(OC)c(NC(=O)C(C)n2nc(-c3ccc(C)cc3)c3c(c2=O)CCCC3)cc1Cl (configuration not stated) returned Pf Dd2 growth inconclusive.
`COc1ccccc1C(=O)Nc1c(C(=O)NC(C)(C)C)oc2ccccc12` gave Pf Dd2 growth inconclusive.
For CC(=O)NC1(C)CN(Cc2ccc(-c3ccc4c(ccn4C)c3)s2)C1 the results were Pf Dd2 growth inconclusive.
Cc1cc(N2CCCN(C(=O)Nc3nncs3)CC2)ccn1 was read as Pf Dd2 growth 5%.
CCOc1ccccc1NC(=O)Cn1c(=O)n(Cc2ccccc2)c(=O)c2c1c1cc(C)ccc1n2C was read as Pf Dd2 growth 16%.
For O=C(C[C@@H]1O[C@H](CNC(=O)c2cccc(F)c2)[C@@H](O)[C@H]1O)NC1CC1 the results were Pf Dd2 growth 36%[activator][44.1 µM].
Screening CC(=O)N1CCCN(C(=O)c2ccc3c(c2)NC(C)(COc2cccnc2)CO3)CC1 (configuration not stated) returned Pf Dd2 growth 15%[44.1 µM].
`O=C1OC[C@@H]2CCNCc3ccccc3N12` gave Pf Dd2 growth inconclusive.
Screening O=C(Nc1cccc(Cl)c1)N1CCSc2ccccc21 returned Pf Dd2 growth 53%[activator].
For COc1ccccc1-c1nn(CCC(=O)Nc2ccc(C)cc2)c2nc(C)cc(C)c12 the results were Pf Dd2 growth 8%.
Screening COCCn1c(C)cnc1CCNC(=O)c1ccc(OC)nc1OC returned Pf Dd2 growth inactive.
For CCCNC(=O)CN1CN(c2ccccc2)C2(CCN(C(=O)Nc3ccc(CC)cc3)CC2)C1=O the results were Pf Dd2 growth -17%.
Screening COc1cc(OC)cc(N2C(=O)[C@@H]3C[C@@H](NC(=O)NC(C)C)CCN3C2=O)c1 returned Pf Dd2 growth -14%[44.1 µM].
Cc1ncc(CO)c(CN2CCC3(CC2)Cc2ccccc2CNC3=O)c1O was read as Pf Dd2 growth -14%.
CC(=O)Nc1ccc(C(=O)CSc2nnc(-c3ccccc3)n2-c2ccccc2)cc1 was read as Pf Dd2 growth 15%.
Screening COC(=O)c1nc2n(n1)C(c1cc(OC)ccc1OC)C(C(=O)Nc1ccc(C)cc1C)=C(C)N2 (configuration not stated) returned Pf Dd2 growth 4%.
`COc1cc2c(cc1OCc1ccccc1)N([S+](=O)([O-])c1ccccc1C(F)(F)F)CC21CCN(C)CC1` gave Pf Dd2 growth inconclusive.
Screening Cc1ccc(CCNC(=O)c2ccc3c(c2)nc2n3CCC(C)C2)cc1 (configuration not stated) returned Pf Dd2 growth 10%.
For CCn1cnnc1CC1CCN(C(=O)c2cc(-c3ccc(C)c(C)c3)nc3ccccc23)CC1 the results were Pf Dd2 growth inconclusive.
Screening CCn1cc(S(=O)(=O)N2CC[C@@H]3COCCN(C)[C@@H]3C2)cn1 returned Pf Dd2 growth 20%.
COc1cccc(NC(=O)O[C@@H]2CO[C@H]3[C@@H]2OC[C@@H]3Nc2nccc(-c3ccc4c(c3)OCO4)n2)c1 was read as Pf Dd2 growth -8%.
Screening CCOCCCNc1nc2ccccc2n2c(CC)nnc12 returned Pf Dd2 growth -8%.
Screening COc1ccccc1NC(=O)CSc1ncc2c(n1)-c1cc(Cl)ccc1N(C)S2(=O)=O returned Pf Dd2 growth -5%.
`Cc1ccc(NC(=O)CCNS(=O)(=O)c2cccc3nsnc23)cc1` gave Pf Dd2 growth 32%[activator].
For O=C(OCCF)N1CCC(Oc2cnc3c(ccn3-c3cncnc3)c2)CC1 the results were Pf Dd2 growth inactive.
For CCc1nc2cc(N3CCCC(C(=O)NCc4ccccn4)C3)cnc2nc1CC (configuration not stated) the results were Pf Dd2 growth -5%.
For CN(C)S(=O)(=O)N1CC[C@H]2C(=O)NCCCCCCN(Cc3ccncc3)[C@@H]2C1 the results were Pf Dd2 growth 18%.
For COc1cccc(-c2ccc(F)c(C(N)=O)c2)c1OC the results were Pf Dd2 growth -1%.
For COc1ccc(C[C@H](N)C(=O)NCc2c(C)ncc3c2CCNC3)cc1 the results were Pf Dd2 growth -11%.

Screening results (PubChem BioAssay)
